Screening results from PubChem.
mcGAS lum – mouse cGAS inhibition by luminescence | inhibition, % at 12.5 µM | 160,000 tested, 0.15% active | Q8C6L5 | AID 1259399 | recombinant cGAS, Kinase-Glo ATP depletion luminescence;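 further: 0% = negative control wells and 100% = reference inhibitor with no enzyme activity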
NPYLR7 agonist – activates Aedes aegypti NPYLR7 receptor | HEK293T NPYLR7/Galpha15, GCaMP6s calcium fluorescence | activation, % at 10 µM | 270,000 tested, 0.15% active | AID 1259423; in the data active means activation above about 40%;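 further: 0% = vehicle and 100% = reference agonist at the receptor; some compounds past the cut are filed as inactive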
hcGAS lum – human cGAS inhibition | Q8N884 | recombinant h-cGAS, ATP depletion, Kinase-Glo luminescence | inhibition, % at 12.5 µM | 290,000 tested, 0.081% active;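 further: 0% = vehicle reaction and 100% = reaction without DNA for no activity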
Target sequence (Q8N884 whole entry, looked up): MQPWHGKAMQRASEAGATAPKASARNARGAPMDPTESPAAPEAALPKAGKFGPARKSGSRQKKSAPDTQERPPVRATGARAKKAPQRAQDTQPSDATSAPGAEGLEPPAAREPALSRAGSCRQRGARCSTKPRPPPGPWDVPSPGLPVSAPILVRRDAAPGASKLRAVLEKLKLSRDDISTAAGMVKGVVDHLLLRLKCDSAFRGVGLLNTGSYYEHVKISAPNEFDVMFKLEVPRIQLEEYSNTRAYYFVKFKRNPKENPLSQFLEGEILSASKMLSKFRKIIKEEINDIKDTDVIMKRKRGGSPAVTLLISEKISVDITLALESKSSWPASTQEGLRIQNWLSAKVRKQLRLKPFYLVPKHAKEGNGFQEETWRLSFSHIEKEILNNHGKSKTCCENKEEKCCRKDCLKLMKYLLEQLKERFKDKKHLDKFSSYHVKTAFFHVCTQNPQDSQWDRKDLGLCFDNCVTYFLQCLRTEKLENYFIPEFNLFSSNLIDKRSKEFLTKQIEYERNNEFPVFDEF
* hit, by the source's call; x = no result given; & = joins results of further samples. Unless noted, no stated cut-off is given here; in the data, active means inhibition above about 40%; inactive means the rest.

| molecule | mcGAS lum | NPYLR7 agonist | hcGAS lum |
| --- | --- | --- | --- |
| O=S1(=O)CCC(S(=O)(=O)NC2CCCCC2)C1 (stereo unspecified) | -4.6 | x | -4.4 |
| COc1ccccc1-c1c(C)nn2c(-n3nc(C)cc3C)cc(C)nc12 | -6.0 | 4.3 | -8.2 |
| CC(NC(=O)C1CCN(S(=O)(=O)c2ccc(F)cc2)CC1)c1ccc(Br)cc1 (stereo unspecified) | x | 11.0 | -7.8 |
| O=C(c1ccc2nc(C3CCCCC3)oc2c1)N1CCCN(Cc2cccs2)CC1 | x | 7.4 | -6.2 |
| CCn1c(C)cc(O)c(C(c2ccncc2)N2CCN(c3ccc(F)cc3)CC2)c1=O (stereo unspecified) | x | 3.9 | -8.1 |
| CCC(C)NS(=O)(=O)c1ccc(C(=O)Nc2ncccc2O)cc1 (stereo unspecified) | x | -1.3 | -12.6 |
| COCCCn1c(C(=O)Nc2cccc(C(C)=O)c2)cc2c(=O)n(C)c(=O)n(C)c21 | -0.4 | -1.5 | -0.5 |
| CC(C)(C)Cc1[nH]cnc1-c1ccccc1 | x | -3.8&4.3 | -9.8&-7.8 |
| CC1(C(=O)NS(=O)(=O)c2cccs2)CCN1C(=O)C1(c2ccccc2)CCCC1 (stereo unspecified) | x | 5.6 | -0.2 |
| CCc1nc(C)c(C(=O)NCc2cccnc2Oc2ccc(F)cc2F)o1 | -22.2 | -0.7 | -4.4 |

| molecule | mcGAS lum | NPYLR7 agonist | hcGAS lum |
| --- | --- | --- | --- |
| C=C(Br)Cn1cnc2cc(C)c(C)cc21 | x | 1.5 | -2.1 |
| C=CCn1c(C)cc(C(=O)COC(=O)C=Cc2c(C)nn(Cc3ccccc3Cl)c2C)c1C | -3.1 | -4.9 | -7.6 |
| CCc1nc2n(n1)C(=O)C(C(c1ccc(Cl)cc1)N1CCC(C(=O)OC)CC1)S2 (stereo unspecified) | -6.5 | 0.2 | -9.9 |
| CCN(CC)C(=O)CSc1nc2c([nH]c3ccccc32)c(=O)n1-c1ccccc1OC | -1.0 | 1.0 | 3.5 |
| Cc1ccc(S(=O)(=O)Oc2cc(C)c3cnn(C(C)C4CC4)c3n2)cc1 (stereo unspecified) | x | 3.6 | -3.6 |
| Cc1cccc(CNC(=O)C(C2CCCC2)N2CCN(C(=O)c3ccccc3Cl)CC2)c1 (stereo unspecified) | x | -4.2 | 4.7 |
| CCNc1ncc(C(=O)O)s1 | x | -5.8 | -2.3 |
| COCCN(Cc1cnn(C)c1)C(=O)CC1CNCCO1 (stereo unspecified) | x | 12.8 | -9.3 |
| COc1cccc(C2NC(=O)N(C)C3=C2C(=O)N(C2CC2)C3)c1 (stereo unspecified) | -2.3 | -3.3 | -1.3 |
| CCOC(C)c1ccc(-c2cncc(C(N)=O)c2)cc1 (stereo unspecified) | x | 14.9 | -4.7 |

| molecule | mcGAS lum | NPYLR7 agonist | hcGAS lum |
| --- | --- | --- | --- |
| CN1CCN(C2CCOC2=O)Cc2ccccc21 (stereo unspecified) | x | -0.1 | -91.2 |
| COc1ccc(Cl)cc1C1=N/C(=C\C(Cl)=C\c2ccccc2)C(=O)O1 | -0.7 | -0.8 | 1.1 |
| CCC(C)N(Cc1cccc(OS(=O)(=O)c2cccc(C(F)(F)F)c2)c1)C(=O)c1ccccc1Br (stereo unspecified) | -3.4 | 12.3 | 3.7 |
| O=C(NC(C(=O)N1CCCCC1)C1CCN(C(=O)Cc2ccccc2)CC1)c1ccc(F)cc1 (stereo unspecified) | -4.8 | 9.5 | -4.7 |
| CCOC(=O)c1nc2cc(Cl)c(Cl)cc2nc1N1CCN(C(=O)CCCC(=O)OC)CC1 | -8.3 | 4.8 | -7.3 |
| Cc1ccc2nc(C)ccc2c1 | x | 5.8 | -2.8 |
| CC(NC(=O)c1cc(=O)[nH][nH]1)c1ccc2c(c1)CCCC2 (stereo unspecified) | x | -0.4 | -5.9 |
| CCCCCc1c(O)nc(SCC(=O)O)[nH]c1=O | -1.7 | 2.4 | 0.2 |
| CCN1CCN(C(=O)c2ccccc2N2CCC(NC(=O)C3CCCC3)CC2)CC1 | x | 8.2 | -0.7 |
| O=C(CCc1ccc2c(c1)OCO2)N1CCN(Cc2ccco2)C(CCO)C1 (stereo unspecified) | -17.3 | 4.1 | -6.8 |

| molecule | mcGAS lum | NPYLR7 agonist | hcGAS lum |
| --- | --- | --- | --- |
| COc1ccc(CCNC(=O)CC(c2ccc3c(c2)OCO3)c2cn(C)c3ccccc23)cc1OC (stereo unspecified) | -8.3 | 6.8 | -2.8 |
| CCN(CCc1nc2ccccc2[nH]1)C(=O)c1ccc2c(c1)OCO2 | -20.2 | 1.4 | -2.4 |
| Cc1ccc(-c2nnn(CC(O)CN3CCc4ccccc4C3)n2)cc1 (stereo unspecified) | -14.0 | -5.4 | -8.1 |
| O=C(CSc1nc(=O)n(CC2CCCO2)c2c1CCC2)NCc1ccc(F)cc1 (stereo unspecified) | -8.5 | -3.0 | -9.9 |
| CN(CC(=O)Nc1ccc(Cl)cc1)C(=O)c1cccc(C#N)c1 | x | -2.1 | 4.2&-0.5 |
| O=C1NC2(CCCCCC2)C(=O)N1CCS(=O)(=O)Oc1ccc(Br)cc1 | x | 0.0 | -5.2 |
| Cc1ccc(CN2C(=O)NC(C)(c3ccc(C#N)cc3)C2=O)cc1 (stereo unspecified) | x | 4.0 | -4.5 |
| N#CC1=C(SC2CCCCC2=O)N=C(N)C(C#N)C12CCCCC2 (stereo unspecified) | x | -0.3 | -4.8 |
| CSc1nc(=O)cc(N)n1-c1ccc(F)cc1 | -6.6 | -0.2 | -4.1 |
| CCOC(=O)N1CCc2c(sc(NC(=O)c3ccc(C#N)cc3)c2-c2nc3ccccc3s2)C1 | x | 3.3 | -6.8 |

Of the compounds above, 2 contain a COOH group:
| molecule | mcGAS lum | NPYLR7 agonist | hcGAS lum |
| --- | --- | --- | --- |
| CCNc1ncc(C(=O)O)s1 | x | -5.8 | -2.3 |
| CCCCCc1c(O)nc(SCC(=O)O)[nH]c1=O | -1.7 | 2.4 | 0.2 |

More entries:
| molecule | mcGAS lum | NPYLR7 agonist | hcGAS lum |
| --- | --- | --- | --- |
| COc1cccc(-c2cc(C(=O)NC(C)(C)C)n3nc(-c4ccccc4)cc3n2)c1 | -9.5 | 9.1 | -10.3 |
| Cc1ccc2nc(CNc3c(C)cccc3C(=O)N3CCCC3)cc(=O)n2c1 | x | -6.0 | -10.0 |
| CCCN(CCC)S(=O)(=O)c1ccc(C(=O)Nc2nc(-c3ccc(F)cc3)cs2)cc1 | -2.3 | -1.8 | 2.6 |
| Clc1ccc(OCCCc2nc(-c3ccccn3)no2)c(Cl)c1 | -2.1 | 1.5 | -7.8 |
| O=c1ccc2cc(S(=O)(=O)N3CCC4(CCCNC4)C3)ccc2o1 (stereo unspecified) | x | 2.1 | -2.3 |
| COc1cc(C)c(Br)cc1S(=O)(=O)NCc1ccco1 | -2.1 | 4.8 | 3.9 |
| O=C(C1CCCCC1)N(CCN1CCOCC1)c1nc2ccc(F)cc2s1 | x | 3.9 | 1.7 |
| CN(C)S(=O)(=O)c1cc(N)ccc1Cl | x | 2.2 | -8.2 |
| COCCN=c1scc(-c2ccc(Cl)cc2Cl)n1N=Cc1ccc2c(c1)OCO2 | -1.1 | 4.3 | -12.6 |
| O=C(Nc1ccc(F)cc1)c1ccc(N2CCCC2c2ccccn2)nc1 (stereo unspecified) | -1.9 | 5.5 | -2.5 |

| molecule | mcGAS lum | NPYLR7 agonist | hcGAS lum |
| --- | --- | --- | --- |
| Cc1ccc(S(=O)(=O)N2CCC(NC(=O)C(C)Oc3ccc(Cl)cc3Cl)CC2)cc1 (stereo unspecified) | x | -8.6 | -4.2 |
| CCc1cn[nH]c1C1CCN(Cc2cnc(NCC3CCCO3)nc2)CC1 (stereo unspecified) | -10.7 | -1.1 | -5.0 |
| CCOc1c(CN(C)c2ncnc3c2CCNC3)cccc1OC | x | -1.0 | -1.1 |
| Cc1oc(-c2cccc(C(F)(F)F)c2)nc1CN1CCCC(C(N)=O)C1 (stereo unspecified) | -16.7 | 22.2 | -4.2 |
| Cc1csc(NC(=O)C(=O)N2CCOC3(CNCCOC3)C2)n1 (stereo unspecified) | x | -2.7 | -9.0 |
| CC1Cc2nc(SCC(=O)NCC3CCCO3)n(-c3ccccc3)c(=O)c2S1 (stereo unspecified) | x | 1.1 | -11.6 |
| CCCN(CCC(=O)NCc1ccco1)c1nc(CC)nc2cc(Cl)ccc12 | -6.5 | x | 3.3 |
| Cc1ccc(N=Cc2nc(-c3cccc4ccccc34)oc2O)c(C)c1 | x | 4.6 | -5.3 |
| C=C(C)CN(CC)Cc1nc(-c2cnccn2)no1 | -2.0 | -1.8 | 1.7 |
| COc1ccc(-c2nc3cc(C)ccn3c2NC(=O)c2ccc(Br)cc2)cc1 | -9.1 | -3.6 | -11.1 |

| molecule | mcGAS lum | NPYLR7 agonist | hcGAS lum |
| --- | --- | --- | --- |
| Cc1cccc(-c2nc(CN3C(=O)NC4(CCSC4)C3=O)no2)c1 (stereo unspecified) | -17.3 | 4.2 | -6.9 |
| CCOC(=O)c1c(CC(C)C)csc1N | x | -6.8 | -7.8 |
| CCOCCn1c(=O)c2c(nc3n(C(C)CC)c(C)cn23)n(C)c1=O (stereo unspecified) | x | -9.3 | -5.6 |
| COc1ccc(-c2nc(SCc3cc(C)on3)n[nH]2)cc1 | x | 0.9 | -4.8 |
| COCCNC(=O)C(NC(=O)CC(C)C)C1CCN(C(=O)c2cccs2)CC1 (stereo unspecified) | -4.3 | 13.0 | -5.1 |
| Cc1noc(C(C)C)c1C(=O)NS(=O)(=O)N1CCc2ccccc21 | x | 0.5 | -5.1 |
| CC(=O)Nc1ccc(C(=O)NCCCSc2nnc(C)s2)cn1 | x | 17.0 | -5.6 |
| COCC(c1ccccn1)N(C)Cc1ncc[nH]1 (stereo unspecified) | x | 0.9 | -8.6 |
| CCC(=O)OC1[C@@H]2CC3=C4CC(=O)O[C@@H](c5ccoc5)[C@]4(C)CCC3[C@@](C)(C2=O)[C@@H](CC(=O)OC)C1(C)C (stereo partly specified) | -4.5 | x | -5.0 |
| CC(C)CN(CC(=O)N(CCc1c[nH]c2ccccc12)Cc1ccc(Cl)cc1)C(=O)CC(C)(C)C | -5.6 | -1.1 | -10.9 |

Sorted by heavy-atom count (falling): some entries from above
| molecule | mcGAS lum | NPYLR7 agonist | hcGAS lum |
| --- | --- | --- | --- |
| CCC(=O)OC1[C@@H]2CC3=C4CC(=O)O[C@@H](c5ccoc5)[C@]4(C)CCC3[C@@](C)(C2=O)[C@@H](CC(=O)OC)C1(C)C (stereo partly specified) | -4.5 | x | -5.0 |
| CC(C)CN(CC(=O)N(CCc1c[nH]c2ccccc12)Cc1ccc(Cl)cc1)C(=O)CC(C)(C)C | -5.6 | -1.1 | -10.9 |
| Cc1ccc(S(=O)(=O)N2CCC(NC(=O)C(C)Oc3ccc(Cl)cc3Cl)CC2)cc1 (stereo unspecified) | x | -8.6 | -4.2 |
| COCCN=c1scc(-c2ccc(Cl)cc2Cl)n1N=Cc1ccc2c(c1)OCO2 | -1.1 | 4.3 | -12.6 |
| CC1Cc2nc(SCC(=O)NCC3CCCO3)n(-c3ccccc3)c(=O)c2S1 (stereo unspecified) | x | 1.1 | -11.6 |
| CCc1cn[nH]c1C1CCN(Cc2cnc(NCC3CCCO3)nc2)CC1 (stereo unspecified) | -10.7 | -1.1 | -5.0 |
| Cc1oc(-c2cccc(C(F)(F)F)c2)nc1CN1CCCC(C(N)=O)C1 (stereo unspecified) | -16.7 | 22.2 | -4.2 |
| CCOCCn1c(=O)c2c(nc3n(C(C)CC)c(C)cn23)n(C)c1=O (stereo unspecified) | x | -9.3 | -5.6 |
| CCOc1c(CN(C)c2ncnc3c2CCNC3)cccc1OC | x | -1.0 | -1.1 |
| CC(=O)Nc1ccc(C(=O)NCCCSc2nnc(C)s2)cn1 | x | 17.0 | -5.6 |
| COc1ccc(-c2nc(SCc3cc(C)on3)n[nH]2)cc1 | x | 0.9 | -4.8 |
| C=C(C)CN(CC)Cc1nc(-c2cnccn2)no1 | -2.0 | -1.8 | 1.7 |
| COCC(c1ccccn1)N(C)Cc1ncc[nH]1 (stereo unspecified) | x | 0.9 | -8.6 |
| CCOC(=O)c1c(CC(C)C)csc1N | x | -6.8 | -7.8 |

The list goes on.
| molecule | mcGAS lum | NPYLR7 agonist | hcGAS lum |
| --- | --- | --- | --- |
| CCn1ccc(C(=O)NCc2cccnc2Oc2ccccc2F)cc1=O | x | 1.3 | -0.5 |
| CC(C)COCC(O)CN(Cc1cccc(Cl)c1)CC1CC(c2ccccc2Cl)=NO1 (stereo unspecified) | -6.4 | -2.2 | -6.4 |
| CC(C)Oc1cccc(F)c1-c1nccc(N2CCCC(O)C2)n1 (stereo unspecified) | x | 7.5 | -3.6 |
| COc1ccc(Cl)c2sc(N(Cc3cccnc3)C(=O)CSc3ccccc3)nc12 | x | 9.2 | -4.0 |
| CCCCn1c(C2CC(=O)N(c3ccc(F)cc3)C2)nc2ccccc21 (stereo unspecified) | -3.4 | 1.1 | -8.0 |
| CC1(Cc2cc(Cl)ccc2C(F)(F)F)C(=O)Nc2ccc(S(=O)(=O)NC3CCCCC3)cc21 (stereo unspecified) | -3.5 | 5.0 | -1.4 |
| CC(=O)N1CN(C(C)=O)C(O)C1O (stereo unspecified) | x | -13.3 | -2.2 |
| S=c1[nH]nc(Cc2cccs2)n1C1CC1 | x | 32.0 | -5.7 |
| COc1ccc(CN2C(=O)CC(c3ccc(OC)cc3)C(C(=O)OCC(C)C)=C2C)cc1 (stereo unspecified) | -6.6 | x | -10.1 |
| O=C(CSc1nnc(-c2ccccc2F)o1)NC1CCCC1 | x | -4.0 | -5.7 |
